Screens as filed in PubChem BioAssay.
EBI2 block: EBI2 (human) antagonism; inhibition, % at 5 µM; EBI2 beta-arrestin recruitment, luminescence, 7a,25-OHC stimulated; AID 651636; P32249; 0.81% of 360,000 active; in the data active means inhibition above about 38%;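 further: enzyme fragment complementation signal reports receptor beta-arrestin coupling in cells; 0% = agonist plus DMSO wells and 100% = wells without agonist; some results beyond the cut were filed as inactive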
Jurkat NFkB inh: inhibitors of the PMA/ionomycin-induced NF-kB reporter in Jurkat cells; PMA/ionomycin-induced NF-kB luciferase reporter, luminescence; inhibition, % at 4 µM; 0.53% of 330,000 active; in the data active means inhibition above about 50%
Gli-Sufu block: Gli-Sufu pathway antagonism | Sufu-KO-LIGHT fibroblasts, Gli luciferase reporter luminescence | inhibition, % at 5 µM | 0.74% of 340,000 active;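 active means inhibition above about 55%, limit read from the data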;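 further: 0% = DMSO-treated cells and 100% = wells with medium but no cells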
CXCR6 block: blocks human CXCR6 beta-arrestin recruitment; CHO-K1 PathHunter CXCR6 beta-arrestin, luminescence; inhibition, % at 20 µM; 0.36% of 360,000 active; in the data active means inhibition above about 34%, passing the limit was not always enough;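 further: antagonist mode with CXCL16 agonist at 10 nM final; 0% = 10 nM CXCL16 with DMSO and 100% = unstimulated wells without agonist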
UBC13 inh: human UBC13 polyubiquitination inhibition; AID 485273; 0.47% of 330,000 active; inhibition, % at 20 µM; P61088; UBC13 polyubiquitin chain formation, TR-FRET; in the data active means inhibition above about 45%, passing the limit was not always enough
Target sequence (P61088 whole entry, looked up): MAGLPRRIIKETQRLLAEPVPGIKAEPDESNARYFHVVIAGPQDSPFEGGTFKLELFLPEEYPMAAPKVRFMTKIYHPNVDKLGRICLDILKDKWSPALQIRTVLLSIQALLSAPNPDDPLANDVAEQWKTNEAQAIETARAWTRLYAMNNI
APJ antag: antagonists of human APJ apelin receptor. CHO-K1 APJ beta-arrestin complementation, luminescence. P35414. 0.32% of 330,000 active. inhibition, % at 20 µM;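 active means inhibition above about 40% at 20 µM, limit read from the data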;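 further: cells challenged with 10 nM apelin-13 agonist together with compound; plate controls were apelin-13 plus DMSO wells for no effect and DMSO wells lacking apelin-13 for full effect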
Target sequence (P35414 whole entry, looked up): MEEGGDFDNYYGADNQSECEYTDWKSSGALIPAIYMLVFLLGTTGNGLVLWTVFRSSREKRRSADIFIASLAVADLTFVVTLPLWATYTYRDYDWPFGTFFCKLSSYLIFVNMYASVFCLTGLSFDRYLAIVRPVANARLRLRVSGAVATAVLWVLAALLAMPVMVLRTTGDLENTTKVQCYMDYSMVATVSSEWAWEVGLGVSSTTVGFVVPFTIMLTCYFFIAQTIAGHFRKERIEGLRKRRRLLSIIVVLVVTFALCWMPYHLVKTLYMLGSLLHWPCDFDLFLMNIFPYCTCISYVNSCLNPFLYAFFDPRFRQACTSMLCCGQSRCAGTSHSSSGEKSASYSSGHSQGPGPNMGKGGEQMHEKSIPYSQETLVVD
CCR6 antagonist: CCR6 (human) receptor antagonism; P51684; CHO-K1 CCR6 PathHunter beta-arrestin, luminescence, CCL20-stimulated; inhibition, % at 20 µM; 0.49% of 340,000 active;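 active means compounds whose inhibition of the agonist-driven luminescence signal at 20 µM reaches about 50%, limit read from the data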;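 further: cells stimulated with CCL20 at 14 nM final; plate controls were DMSO with CCL20 for no effect and DMSO without agonist for full effect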
Target sequence (P51684 whole entry, looked up): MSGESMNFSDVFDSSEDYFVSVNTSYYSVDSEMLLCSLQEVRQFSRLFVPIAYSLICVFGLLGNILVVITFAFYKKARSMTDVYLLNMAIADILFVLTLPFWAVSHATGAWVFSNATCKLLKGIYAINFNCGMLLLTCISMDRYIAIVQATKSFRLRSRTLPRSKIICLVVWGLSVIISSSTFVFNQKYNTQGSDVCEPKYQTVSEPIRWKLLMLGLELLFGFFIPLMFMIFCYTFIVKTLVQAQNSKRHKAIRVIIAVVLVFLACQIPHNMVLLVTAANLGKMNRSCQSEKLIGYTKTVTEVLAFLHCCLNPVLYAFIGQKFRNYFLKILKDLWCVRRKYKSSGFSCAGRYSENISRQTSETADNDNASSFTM
697 NFkB inh: inhibitors of the PMA/ionomycin-induced NF-kB reporter in 697 B cells; 697 B-cell NF-kB luciferase reporter, 16 h; inhibition, % at 4 µM; 0.33% of 330,000 active; in the data active means inhibition above about 35%
* marks the source's active call; other numbers are inactive results; . = no result given.

Every second line gives: EBI2 block	Jurkat NFkB inh	Gli-Sufu block	CXCR6 block	UBC13 inh	APJ antag	CCR6 antagonist	697 NFkB inh
> CCCOc1ccc(C(=O)NNC(=O)CCNC(=O)c2ccco2)cc1OC
→ -1	-16	-7	0	-1	-36	12	-14
> O=C(NCCCO)c1ccc2[nH]c3ccccc3c2c1
→ -8	-19	-16	1	6	-14	-1	16
> Cc1cccc(C(=O)OCC(=O)N2CCCCCC2)c1C
→ -1	-41	-27	2	1	-10	9	-90
> CCc1nonc1NC(=O)c1oc2cc(C)c(C)cc2c1C
→ -5	-62	10	-1	-11	6	12	-30
> CCn1c(=O)c(C(=O)NNC(=O)c2ccccc2Cl)c(O)c2ccccc21
→ -3	19	1	4	6	9	2	7
> CCOC(=O)Nc1ccc2c(c1)N(CCCN(C)C)c1ccccc1CC2
→ -2	-10	19	5	16	-8	6	-24
> COc1cc(NC(=O)COc2ccc(C)c(C)c2)ccc1NC(=O)c1ccco1
→ 0	8	-10	6	0	4	11	0
> CN1C(=O)NC(c2ccccc2)C2=C1CN(c1ccc3ccccc3c1)C2=O (centres undefined)
→ -8	4	-5	-2	0	0	3	-2
> COc1ccc(-c2ccc(C#N)c(SCC(=O)NCc3ccco3)n2)cc1OC
→ -7	-8	4	3	4	4	9	10
> COc1ccc(/C=N/OCC(=O)N2CC3(C)CC2CC(C)(C)C3)cc1 (centres undefined)
→ 2	-11	3	3	5	-9	9	5
> COCc1cc(=O)[nH]c(/N=C(\N)Nc2cccc(C)c2)n1
→ -1	18	3	2	-3	-9	8	13
> CC(=O)N[C@@H](Cc1ccc(OC(F)(F)F)cc1)C(=O)O
→ -9	21	4	-9	9	-4	5	13
> CCCOc1ccc(C(=O)NC(=S)Nc2nc(C)c(C(=O)N(C)C)s2)cc1
→ -8	9	-7	3	2	32	12	3
> CCn1c(CNC(=O)c2cccs2)nnc1SCC(=O)NCCc1ccccc1
→ 0	.	1	-5	.	.	-11	.
> CCOC(=O)c1ccc(Cl)c(NC(=O)c2ccc(-c3ccccc3)cc2)c1
→ 3	-44	-36	6	5	-3	-15	-16
> CCC(C)[C@H](Nc1nc(-c2ccccc2)nc2c1oc1ccccc12)C(=O)O (some centres undefined)
→ 5	-7	14	-4	-15	8	-3	15
> COc1ccc2c(CSc3nc4nc(C)cc(C)n4n3)cc(=O)oc2c1
→ -4	-22	-3	-6	-10	-10	0	-22
> CCC1=NN2C(=N)/C(=C/c3cc(C)n(-c4ccccc4)c3C)C(=O)N=C2S1
→ 21	-11	-5	-10	1	-2	15	-9
> COc1ccc(/C=C/C(=O)OCC(=O)c2ccc3c(c2)NC(=O)CO3)cc1
→ 13	24	-12	-6	43	-15	5	7
> CCc1cccc(CC)c1NC(=O)c1cc(CN2C(=O)c3ccccc3C2=O)ccc1OC
→ 22	4	12	3	4	-6	16	-11
> O=C(NN1C(=O)C2C3C=CC(C3)C2C1=O)c1ccccc1 (centres undefined)
→ 8	-2	-9	4	-4	-12	-4	0
> Cc1ccc(CNC(=O)CCCCCNC(=O)N2CCn3c2nc2ccccc23)cc1
→ 8	-5	5	-4	0	11	14	-7
> O=C(CCC(=O)Nc1ccccc1)N/N=C/c1cccnc1
→ 1	-3	1	-5	0	8	21	-14
> CC1(C)C(C=C(Cl)Cl)C1C(=O)N/N=C/c1ccccc1F (centres undefined)
→ 19	-29	4	-2	-6	1	11	-50
> CCS(=O)(=O)N1CCC(c2nc3ccccc3[nH]2)CC1
→ -14	-2	-4	2	2	3	-8	6
> COc1ccc(Cc2nnc(SCC(=O)Nc3ccccc3)[nH]c2=O)cc1
→ -9	-9	-7	1	-5	-41	-7	-19
> CC(=O)c1cc(C)ccc1OC(=O)CCN1C(=O)C2C3c4ccccc4C(c4ccccc43)C2C1=O (centres undefined)
→ -14	12	0	13	9	1	0	7
> COCCCN(C(=O)c1ccco1)c1nc(-c2cc(OC)ccc2OC)cs1
→ 24	-17	9	0	20	-5	6	-15
> Cc1ccc(N2C(=O)C(CN3CCCC3)C2c2ccccc2)cc1 (centres undefined)
→ 3	6	15	4	6	11	5	-15
> C#CCOCCOCCOCCNc1nc(N2CCN(C(=O)CCCCCCCCCCNC(=O)Cn3cc(CCCCCN)nn3)CC2)nc(N2CCN(C(=O)CCCCCCCCCCNC(=O)[C@H]([C@@H](C)CC)n3cc(CCCCN=C(N)N)nn3)CC2)n1
→ -7	2	-22	40	121*	22	-27	-16
> CSCCC(NS(=O)(=O)c1ccc(C)cc1)C(=O)NNC(=O)c1csc(N2CCOCC2)n1 (centres undefined)
→ 0	19	-3	-4	-2	3	14	-18
> Cc1cc(C)c(-c2cc(NC(=O)COC(=O)c3ccc(C#N)cc3)n(-c3ccccc3)n2)cc1C
→ 7	-14	-9	2	-20	-8	9	6
> CCOC(=O)COc1cccc2c(=O)n(CC(=O)N3CCCc4ccccc43)ccc12
→ -2	14	-21	1	-6	16	6	-4
> Cc1cccc2c(=O)cc(C)n(Cc3ccccc3)c12
→ -11	-14	-17	4	8	6	-1	-15
> CC1Cc2ccccc2N1C(=O)COC(=O)c1ccccc1NCCO (centres undefined)
→ 0	15	-8	-6	13	-6	-1	-44
> CCc1ccccc1N=C1SCC(=O)N1C
→ -9	7	2	-5	4	11	19	17
> O=C(NCc1cccc(C(F)(F)F)c1)c1cc(Cl)ccc1Cl
→ 19	-11	19	-10	-2	6	17	-2
> CC(=O)NNc1nc(-c2ccc(NC(C)=O)cc2)cs1
→ -9	15	-14	-1	-1	13	-7	-1
> CSc1ncccc1C(=O)NCC1CCCCC1
→ -4	8	4	5	5	-6	12	5
> COc1ccc(C2(C(=O)Nc3ccc(C)c(C)c3)CCOCC2)cc1
→ 1	-19	5	-2	2	1	3	6
> CC(C)CN(C(=O)c1cc(Cl)nc2ccccc12)c1c(N)n(Cc2ccccc2)c(=O)[nH]c1=O
→ -8	-4	-7	0	-2	4	12	0
> O=C(CCCn1c(=O)c2sccc2n(CC(=O)NCC2CCCO2)c1=O)NCc1ccco1 (centres undefined)
→ -9	-1	18	1	-1	-23	2	18
> Cn1cnnc1SCC(=O)Nc1ccc(S(N)(=O)=O)cc1
→ -1	2	2	0	4	16	4	8
> COc1cccc(C(=O)OCC(=O)NCCC2=CCCCC2)c1
→ 3	-5	11	-8	-16	6	14	-1
> COc1cc(C(=S)N2CCCCC2)ccc1OCC(=O)Nc1ccc(F)cc1
→ 14	15	12	4	2	-3	20	21
> Cc1nn(C)c(C)c1CCC(=O)N1CCCC(Nc2ccc(C(C)C)cc2)C1 (centres undefined)
→ -16	-3	-4	4	-6	3	8	-10
> CCCCC1=CC2=CC(=O)C(C)(OC(=O)CC)C(=O)C2=CN1CCc1ccc(Br)cc1 (centres undefined)
→ -4	4	-1	-7	-45	-78	1	-19
> COc1cc(NC(=S)NCc2ccco2)c(OC)cc1Cl
→ -1	-5	-1	-1	-8	2	0	7
> O=[N+]([O-])c1ccc(Oc2cnc3ccccc3n2)cc1
→ 0	2	-15	9	2	-7	19	-2
> O=C(Nc1ccc(Br)cc1)c1cccc(OC(=S)N2CCOCC2)c1
→ -5	-1	15	-2	-6	13	30	-16
> O=C(O)CCN1C(=O)/C(=C\c2cccc(Oc3ccccc3)c2)SC1=S
→ 3	-7	9	4	-12	12	7	-1
> CC(C(=O)N1CCc2ccccc21)N1CCN(S(=O)(=O)c2cccc(C(F)(F)F)c2)CC1 (centres undefined)
→ 3	5	12	2	6	-11	3	9
> O=C(Nc1ccc(O)cc1)c1cccc(Oc2ccc([N+](=O)[O-])cc2)c1
→ 1	21	7	-1	4	-33	10	-17
> COc1ccc(C(=O)C(O)C(c2ccc(C)cc2)N2CCOCC2)cc1OC (centres undefined)
→ -15	5	8	7	-3	7	2	6
> CCOC(=O)C(CSCC(=O)c1ccc(Cl)cc1Cl)NC(=O)OC(C)(C)C (centres undefined)
→ -35	1	1	0	-8	1	-6	-14
> Cc1cc(N2CCCCCC2)nc(-c2ccccc2O)n1
→ -6	1	85*	-3	33	14	2	-1
> CCC(=O)Nc1ccc2c(c1)ncn2-c1ccccc1OC
→ -5	-11	-1	-3	6	13	-14	14
> CN1CCN(C(=O)/C(=C/c2ccccc2)c2ccccc2)CC1
→ -8	3	3	-8	2	15	-25	5
> COc1cc(NC(=O)COC(=O)[C@@H]2CCCN2S(=O)(=O)c2ccc(Cl)cc2)cc(OC)c1OC
→ -12	-8	-6	-18	1	-17	8	20
> CN(CCC#N)C(=O)CSc1ncnc2sc(-c3ccccc3)cc12
→ 8	-18	-24	3	1	-18	-9	-32

Compound profiles, from the list above.
Profile of COc1cc(NC(=S)NCc2ccco2)c(OC)cc1Cl = EBI2 block = -1; Jurkat NFkB inh = -5; Gli-Sufu block = -1; CXCR6 block = -1; UBC13 inh = -8; APJ antag = 2; CCR6 antagonist = 0; 697 NFkB inh = 7
Profile of O=C(Nc1ccc(O)cc1)c1cccc(Oc2ccc([N+](=O)[O-])cc2)c1 = EBI2 block = 1; Jurkat NFkB inh = 21; Gli-Sufu block = 7; CXCR6 block = -1; UBC13 inh = 4; APJ antag = -33; CCR6 antagonist = 10; 697 NFkB inh = -17

Additional records follow.
Every second line gives: EBI2 block	Jurkat NFkB inh	Gli-Sufu block	CXCR6 block	UBC13 inh	APJ antag	CCR6 antagonist	697 NFkB inh
> O=C(OCc1ccc(O)cc1)c1c(-c2ccsc2)oc2ccc(N3CCOCC3)cc12
→ 1	-4	-6	-4	21	2	-1	-42
> CN(CC(=O)Nc1ccccc1Br)C(=O)c1ccc(-c2ccc(Cl)cc2)o1
→ 6	3	-1	0	5	-2	12	1
> CC(=O)Nc1ccc(-c2csc(N/N=C\c3ccncc3)n2)cc1
→ 13	-15	-7	-22	-14	3	-3	-59
> CCOC(=O)c1sc(/N=C/N(C)C)c(C(=O)OCC)c1C
→ -6	-11	-2	8	1	6	11	9
> Cc1cc(CO)nn1-c1ccc([N+](=O)[O-])cc1
→ -7	-24	3	-22	-11	2	4	-40
> Cc1c(Cl)cccc1NC(=O)CCN1CCOCC1
→ -8	-9	0	2	4	-1	2	-8
> O=C(Cc1ccccc1)Nc1ccc2oc(-c3ccncc3)nc2c1
→ 0	-11	-8	1	-5	-7	-5	-14
> CCOC(=O)C1=C(N)N(c2ccccc2)C2=C(C(=O)CCC2)C1c1cccnc1 (centres undefined)
→ 2	1	16	-4	1	-1	7	11
> O=C(CN1CCCCC1)Nc1nnc(-c2ccc([N+](=O)[O-])cc2)s1
→ 1	6	22	0	-9	-21	10	17
> COc1cccc(/C(C)=N/NS(=O)(=O)c2ccc(Cl)cc2)c1
→ -10	-20	0	-5	-4	6	7	-5
> O=c1ccc2cc3c4c(c2o1)CCCN4CCC3
→ 11	10	-2	4	6	4	-7	19
> COc1ccc(CCn2nnnc2C(c2ccccc2)N2CCN(C)CC2)cc1OC (centres undefined)
→ -7	-4	3	5	4	3	-1	10
> COc1ccc(S(=O)(=O)NC(C)CCc2ccccc2)cc1 (centres undefined)
→ -3	13	8	-4	9	-46	18	2
> COC(=O)C1(c2ccccc2)NC(c2ccc(O)cc2)C2C(=O)N(c3ccc4c(c3)OCO4)C(=O)C21 (centres undefined)
→ 8	-6	-20	6	-8	2	8	0
> O=C1C(C2=NC(c3ccccn3)C3C(=O)N(c4ccccc4)C(=O)C23)=C(O)c2ccccc21 (centres undefined)
→ 13	10	2	34	-11	-2	26	8
> Cc1c(/C=N/NC(=O)c2ccc(Br)o2)cnn1C
→ 0	-12	5	4	-12	-2	1	-13
> N#CC1=C(N)OC2=C(C(=O)CCC2)C1C1CC=CCC1 (centres undefined)
→ -3	0	-6	6	-2	-42	7	1
> COc1ccc(/C=C2/SC(=S)N(NS(=O)(=O)c3ccccc3)C2=O)cc1
→ 3	21	-10	5	-10	13	12	8
> O=C(Nc1cccc(F)c1)N1CCN(C(=O)c2ccco2)CC1
→ 3	-9	-3	3	-6	14	3	8
> COc1ccccc1NC(=O)CCC(=O)c1ccc(-c2ccccc2)cc1
→ 5	8	-17	4	6	2	8	-5
> CC1CC=C(c2ccccc2)C(=S)N1 (centres undefined)
→ 2	9	4	19	1	-5	10	9
> O=C(c1cc(Cl)cc(Cl)c1)N1CCN(c2cc(C(F)(F)F)nc3ccccc23)CC1
→ 19	4	9	17	14	1	5	-27
